Screening results (PubChem BioAssay)
HBB splicing – modulators of hemoglobin beta chain splicing | HBB splicing reporter cell assay, activation; EGFP reporter with mutant IVS2-654 intron; response scale: normalised to 500 nM splice-correcting PNA | Potency, µM (doses to about 46.1 µM), for the others: top-dose activation, most hits filed as activators | AID 925 | hit rate 0.06% among 65,000; further: potency means the concentration at half of the fitted maximal effect; 0% is about no effect
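Compounds were applied for 2 days to HeLa EGFP-654 cells, 500/well in Optimem with 2% FCS. The reporter's EGFP is disrupted by mis-splicing of beta-globin intron IVS2-654. Readout: summed well GFP fluorescence from 488 nm laser scanning; reference was 500 nM antisense […] 654 PNA.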
HADH2 inh – inhibitors of human HADH2 dehydrogenase; Potency, µM (top dose mostly 57.1 µM), for the others: at the highest dose activity change, negative = inhibition, hits mostly inhibitors; AID 886; hit rate 3.4% among 73,000; recombinant HADH2, NADH fluorescence, beta-hydroxybutyryl-CoA; Q99714; further: potency means the concentration at half of the fitted maximal effect; on the % scale 0 is the no-effect control and ±100 the full control effect; nearly all actives have a fitted effect of over 60% in size; many of its hits are not listed in these tables
Target sequence (Q99714 whole entry, looked up, one chain of several): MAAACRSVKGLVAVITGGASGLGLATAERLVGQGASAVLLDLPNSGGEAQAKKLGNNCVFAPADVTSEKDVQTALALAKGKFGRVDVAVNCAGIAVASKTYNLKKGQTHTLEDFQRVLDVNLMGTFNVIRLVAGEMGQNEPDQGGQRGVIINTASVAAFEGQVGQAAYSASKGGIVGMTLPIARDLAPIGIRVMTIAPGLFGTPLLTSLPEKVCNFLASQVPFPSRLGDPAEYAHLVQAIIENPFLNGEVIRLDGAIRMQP
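His-tagged recombinant enzyme from E. coli, 20 nM, preincubated 15 min RT with compound; reaction started with 1 mM NAD+ and 90 uM beta-hydroxybutyryl-CoA in 100 mM Tris-HCl pH 9.0. NADH fluorescence (ex 360/em 450) read over 4 min; last-minus-first difference.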
Tau filament bind – binders of human tau filaments; hit rate 2% among 71,000; recombinant tau filaments, thioflavin S fluorescence, 15 h; filaments grown with octadecylsulfate alongside compound; Potency, µM (top dose mostly 57.1 µM), for inactives: at the highest dose activity change, negative = inhibition; P10636;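 further: potency means the concentration at half of the fitted maximal effect; on the % scale 0 is the no-effect control and ±100 the full control effect; actives lower thioflavin S fluorescence by blocking filaments or displacing dye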
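His-tagged recombinant human tau (exons 2, 3, 10; 1 uM final) fibrillized with 30 uM sodium octadecylsulfate, 15 h at 37 C, in pH 7.4 HEPES buffer with 10 uM thioflavine S and 5 mM DTT. Reduced ThS fluorescence (450/510 nm) marks activity.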
Rhodamine autofl – rhodamine region autofluorescence; Rhodamine-region fluorescence, 547/598 nm, Tris buffer; active compounds read high; max dye-equivalent concentration, M; hit rate 0.05% among 59,000; in the data active means max dye-equivalent concentration above about 11 nM; inconclusive means between about 1.1 nM and that limit
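Compound fluorescence in 100 mM Tris, pH 8.0, read after 15 min at room temperature with 547 nm excitation and 598 nm emission. Output is dye-equivalent concentration from an on-plate rhodamine standard series.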
CRE-bla Fsk – CRE-bla signaling modulation under forskolin stimulation. CHO CRE-bla reporter (cAMP response element driving beta-lactamase), forskolin EC10, beta-lactamase ratio. Potency, µM (series often up to 38.2 µM), without a hit: at the highest dose activity change, negative = inhibition, hits mostly activators. hit rate 2.5% among 71,000. AID 662; active means well fitted activation curve with a large enough effect in the signal ratio, with a control signal flat, not every such curve was filed as active; inconclusive means small, poorly fitted or top-dose-only effect, or effect the other way, or a change in a side signal; the % refers to the signal ratio; further: potency means the concentration at half of the fitted maximal effect; % of control where 0% means no effect
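Cells were plated overnight at 37 °C, exposed to compound titrations plus EC10 NKH 477 for 3 h, then given CCF4 dye for 2 h at room temperature. Blue/green (460/530 nm) ratio was converted to %Activity and AC50 values calculated.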
Hsp90 Hop PPI – changes Hsp90-Hop TPR2A binding signal, up or down | Potency, µM (series often up to 57 µM), for the others: top-dose activity change, negative = inhibition | hit rate 0.44% among 71,000 | AlphaScreen TPR2A-His6 binding biotin-Hsp90 C-terminal peptide | AID 595; active means well fitted curve in either direction with a large enough effect; inconclusive means small, poorly fitted or top-dose-only effect, or another doubt; further: potency means the concentration at half of the fitted maximal effect; on the % scale 0 is the no-effect control and ±100 the full control effect; many of its hits are not listed in these tables
ERK AVP block – vasopressin-driven ERK pathway inhibition. HEK293-V1b, vasopressin-stimulated pERK AlphaScreen. Potency, µM (titrated, usually from 57.5 µM), inactives show at the top dose activity, negative = inhibition, most hits filed as inhibitors. hit rate 0.99% among 72,000; further: potency means the concentration at half of the fitted maximal effect; on the % scale 0 is the no-effect control and ±100 the full control effect; nearly all actives have a fitted effect of over 55% in size
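Phosphorylated ERK1/2 detected via AlphaScreen bead proximity in lysates of V1b-expressing HEK293 cells given 25 nM vasopressin for 5 min after 30 min compound exposure (37 °C). AC50 from Hill equation; basal DMSO 0%, vasopressin 100%.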
DNA Pol III inh – DNA polymerase III holoenzyme inhibition. AID 603. reconstituted DNA polymerase III holoenzyme replication, biochemical. Potency, µM (highest dose often 57.1 µM), without a hit: top-dose activity change, negative = inhibition. hit rate 0.25% among 71,000; further: potency means the concentration at half of the fitted maximal effect; on the % scale 0 is the no-effect control and ±100 the full control effect
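Reconstituted *E. coli* holoenzyme (0.35 nM Pol III, 1 nM beta, 154 nM SSB, 2 nM primase) was preincubated with compound for 15 min at RT. Synthesis on 1.4 nM ssM13Gori ran 35 min, then was stopped with PicoGreen/EDTA and read as dsDNA fluorescence.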
Texas Red fluor – compounds fluorescent in Texas Red spectral region. Compound fluorescence, Texas Red channel, 547/618 nm; active compounds read high. hit rate 0.06% among 59,000. max dye-equivalent concentration, M; in the data active means max dye-equivalent concentration above about 10 nM; inconclusive means between about 1.1 nM and that limit
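Compound titrations in 100 mM Tris pH 8.0 were incubated 15 min at room temperature and read at 547 nm excitation / 618 nm emission. Texas Red six-point standard curve on each plate converted fluorescence to dye-equivalent concentration.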
15-hLO inh – inhibitors of human 15-lipoxygenase (ALOX15). purified 15hLO-1, xylenol orange hydroperoxide absorbance. Potency, µM (top dose mostly 57.1 µM), without a hit: at the top dose activity change, negative = inhibition, most hits filed as inhibitors. hit rate 1.4% among 74,000; further: potency means the concentration at half of the fitted maximal effect; on the % scale 0 is the no-effect control and ±100 the full control effect; nearly all actives have a fitted effect of over 55% in size
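Quantitative HTS in 25 mM Hepes pH 7.5 containing 0.01% Triton X-100: human 15hLO-1 at 40 nM, arachidonic acid at 50 uM, 6 min turnover. Product quantified via ferrous oxidation/xylenol orange, 573:405 nm absorbance ratio.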
Luciferase inh – firefly luciferase inhibition | hit rate 2.2% among 72,000 | Potency, µM (doses to about 57.1 µM), inactives show at the top dose activity change, negative = inhibition, usual class: inhibitors | P08659 | purified firefly luciferase, luminescence, 8 min; further: potency means the concentration at half of the fitted maximal effect; on the % scale 0 is the no-effect control and ±100 the full control effect; nearly all actives have a fitted effect of over 40% in size
Target sequence (P08659 whole entry, looked up): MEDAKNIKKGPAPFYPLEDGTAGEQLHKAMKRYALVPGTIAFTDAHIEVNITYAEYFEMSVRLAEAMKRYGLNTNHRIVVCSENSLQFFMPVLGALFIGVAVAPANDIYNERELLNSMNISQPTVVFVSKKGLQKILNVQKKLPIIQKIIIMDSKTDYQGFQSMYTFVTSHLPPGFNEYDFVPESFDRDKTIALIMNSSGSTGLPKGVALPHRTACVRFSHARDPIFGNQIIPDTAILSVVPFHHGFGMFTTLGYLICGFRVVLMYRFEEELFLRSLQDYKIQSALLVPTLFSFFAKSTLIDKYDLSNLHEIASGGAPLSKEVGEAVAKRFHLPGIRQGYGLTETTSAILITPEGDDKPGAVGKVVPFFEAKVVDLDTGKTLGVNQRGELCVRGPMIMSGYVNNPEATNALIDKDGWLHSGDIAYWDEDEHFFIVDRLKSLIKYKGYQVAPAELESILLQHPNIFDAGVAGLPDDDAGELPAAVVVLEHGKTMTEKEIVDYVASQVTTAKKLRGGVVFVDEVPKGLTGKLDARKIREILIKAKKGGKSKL
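Compounds were tested as concentration series (qHTS) against purified P. pyralis luciferase with luciferin and 10 uM ATP in 50 mM imidazole pH 7.2, 50 mM KCl, 7 mM MgCl2, 0.01% Tween 20, 0.05% BSA. Luminescence was read after 8 min at ambient temperature.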
The depositor's hits bear a star; i = inactive; ? = inconclusive; . = no result given; [ ] = remark or other dose. Unless noted, the call rests on the fitted dose curve; in most records, active means well fitted curve in the direction sought with a large enough effect; inconclusive means small, poorly fitted or top-dose-only effect, or another doubt; inactive means no such curve, though single readings can be large; an effect the other way counts as inactive or inconclusive. A portion of the library. The share of hits here may be higher or lower than overall.

SMILES	HBB splicing	HADH2 inh	Tau filament bind	Rhodamine autofl	CRE-bla Fsk	Hsp90 Hop PPI	ERK AVP block	DNA Pol III inh	Texas Red fluor	15-hLO inh	Luciferase inh
O=C(NCCCc1ccccc1)C1CCN(c2nnc(-n3cccc3)s2)CC1	-0.7%	3.3%	36.9%	.	-25.4%	-3.4%	-9.7%	-5.5%	.	-1.9%	-4.0%
Cc1noc(C)c1-c1nc(N2CCNCC2)c2ccccc2n1	0.3%	-21.2%	26.8%	i	?	2.1%	-8.7%	-0.1%	i	-10.5%	0.4%[2.29 µM]
C[C@@H](C[N+](C)(C)C)OC(N)=O	1.2%[20.6 µM]	8.2%[25.6 µM]	-2.2%[25.6 µM]	i	-1.6%[17.1 µM]	1.8%[26 µM]	-8.7%[25.7 µM]	-10.9%[25.6 µM]	i	9.0%[25.6 µM]	-0.7%[25.5 µM]
CN(C)C(=O)N1CCCC(C(=O)NCc2ccc(F)cc2Cl)C1 (stereo not given)	-1.6%	0.2%	-7.5%	i	2.9%	1.2%	-11.6%	-0.5%	i	-0.7%	0.1%
O=C(Cn1cnc2ccccc2c1=O)NC1CCCc2ccccc21 (stereo not given)	-1.4%	-0.9%	4.0%	i	?	-1.8%	8.4%	-4.6%	i	-10.1%	2.2%
CCNc1nc(NC(C)C)nc(Nn2cnnc2)n1	1.0%[9.22 µM]	-5.6%	-25.7%	.	10.4%	-2.2%	19.1%	5.4%	.	20.6%	2.4%
COc1cc2c(cc1OC)-c1c(OC)c(OC)cc3ccnc(c13)C2=O	.	5.4%	31.6µM*	i	?	?	-25.1%	?	i	-1.5%[25.6 µM]	0.2%[11.4 µM]
CCCc1cc(=O)[nH]c(SCC(=O)N2CCN(c3ccccc3)CC2)n1	0.7%	2.2%	6.5%	i	-19.7%	-3.4%	-2.9%	3.0%	i	1.6%	0.1%
CCN1CCN(S(=O)(=O)Cc2ccccc2)CC1	0.4%[57.5 µM]	3.9%	1.6%	i	-2.0%	-0.8%	0.0%	1.4%	i	8.8%	3.3%
O=C(O)C1C2C=CC3(CN(C/C=C/c4ccccc4)C(=O)C13)O2 (stereo not given)	-0.5%[0.0738 µM]	-3.1%[11.4 µM]	-2.0%[11.4 µM]	.	?	-14.2%[11 µM]	-23.9%	-0.9%[11.4 µM]	.	-12.8%[11.4 µM]	-11.4%
CCN(CC)c1ccc(C2NC(=O)NC(C)=C2C(=O)Nc2ccccc2)cc1 (stereo not given)	-0.4%[57.5 µM]	2.4%	-5.7%	i	-5.1%	-5.9%	-14.7%	2.9%	i	13.5%	0.2%
N#Cc1nc(-c2ccccc2F)oc1NCc1cccc2c1OCO2	0.7%	5.5%	-5.6%	i	?	-4.0%	?	6.0%	i	-23.0%	-0.4%
CC(C)N1CC2=C(OC(N)=C(C#N)C2c2cccnc2)/C(=C/c2cccnc2)C1 (stereo not given)	-2.4%	-6.4%	79.2%	i	2.4%	-3.5%	-8.6%	2.8%	1.28e-08M*	-17.2%	2.7%
CC1=C(C(=O)OCc2ccccc2)C(c2ccccn2)c2c(n(C)c(=O)n(C)c2=O)N1 (stereo not given)	-0.2%[57.5 µM]	-1.9%	5.0%	i	6.8%	-0.3%	-10.1%	8.2%	i	-9.5%	4.1%
Cc1c(NC(=O)COc2ncnc3c(Cl)cc(Cl)cc23)c(=O)n(-c2ccccc2)n1C	-0.4%[57.5 µM]	11.6%	2.0%	i	-5.1%	0.8%	3.7%	1.0%	?	-3.3%	0.6%
O=C(CCCCn1c(=O)[nH]c2ccccc2c1=O)N1CCN(c2ncccn2)CC1	-0.7%	4.1%	15.5%	.	?	-2.2%[2.3 µM]	-18.4%	-0.8%	.	-4.8%	2.9%
Cn1cnnc1SCC(=O)Nc1sccc1C#N	-3.1%	-15.8%	-0.9%	i	?	0.5%	18.1%	-5.7%	i	1.3%	1.4%
CCc1nnc(NC(=O)CCC(=O)N2CCN(CCOc3ccc(C)cc3)CC2)s1	-1.7%	3.16µM*	417.0%	i	?	13.4%	-17.8%	-5.7%	i	-11.5%	-1.0%
CC(C)(C)c1ccc(NC(=O)CC2(C(F)(F)F)OCCO2)cc1	-1.2%	9.2%	8.7%	i	7.8%	0.7%	13.8%	-9.4%	i	0.6%	-1.2%
COC(=O)C1(Cc2ccccc2)C2c3cc(C(=O)N4CCCC4)n(Cc4ccc(OC(F)(F)F)cc4)c3CC2CN1C(=O)c1ccccc1 (stereo not given)	-1.9%	6.0%	6.4%	.	-1.4%	-11.2%	4.6%	-22.4%	.	.	.
Cc1nc2sc(-c3ccccc3)cc2c(=O)n1-n1cccc1	-2.1%	10.6%	50.7%	i	?	-1.4%	-8.7%	-6.2%	i	-9.2%	20µM*
CCOC(=O)c1ccccc1NC(=O)CN(c1ccccc1)S(=O)(=O)N(C)C	-0.7%	0.4%	9.8%	i	29.5%	9.0%	-7.0%	-1.0%	i	-16.0%	1.4%
CC(=O)Nc1ccc(S(=O)(=O)N2CCN(C(=O)N3CCOCC3)CC2)cc1	-0.1%	2.7%	7.9%	i	-9.7%	-1.9%	-3.0%	-0.8%	i	13.7%	0.5%
CCN(CC)CCNS(=O)(=O)c1ccc(Cl)cc1	-0.2%[57.5 µM]	8.8%	-3.2%	i	-5.5%	0.1%	-5.6%	-0.7%	i	16.8%	0.8%
COc1ccc(NC(=O)c2ccco2)cc1NC(=O)c1cccs1	-0.9%	0.7%	1.4%	i	?	-5.1%	?	-4.6%	i	-1.2%	-0.9%

One compound at a time (already shown). Screens in order: HBB splicing	HADH2 inh	Tau filament bind	Rhodamine autofl	CRE-bla Fsk	Hsp90 Hop PPI	ERK AVP block	DNA Pol III inh	Texas Red fluor	15-hLO inh	Luciferase inh
`CCN(CC)CCNS(=O)(=O)c1ccc(Cl)cc1` reads -0.2%[57.5 µM]	8.8%	-3.2%	i	-5.5%	0.1%	-5.6%	-0.7%	i	16.8%	0.8%
`Cc1noc(C)c1-c1nc(N2CCNCC2)c2ccccc2n1` reads 0.3%	-21.2%	26.8%	i	?	2.1%	-8.7%	-0.1%	i	-10.5%	0.4%[2.29 µM]

Going on with the list.
SMILES	HBB splicing	HADH2 inh	Tau filament bind	Rhodamine autofl	CRE-bla Fsk	Hsp90 Hop PPI	ERK AVP block	DNA Pol III inh	Texas Red fluor	15-hLO inh	Luciferase inh
N=c1c2c3c(sc2ncn1N)CCCCC3	-0.2%[57.5 µM]	-4.8%	5.9%	i	-0.6%	-0.2%	-16.2%	-8.2%	i	-0.5%	0.1%
COc1ccccc1CNCc1cc(OC)c(OC)cc1OC	2.7%[0.0738 µM]	12.0%[11.4 µM]	1.7%[11.4 µM]	.	?	-6.0%[11 µM]	-1.1%	-3.3%[11.4 µM]	.	-19.6%[11.4 µM]	0.3%
CCOc1ccc(C2N(c3cc(C)on3)C(=O)C3CCCN32)cc1OC (stereo not given)	-1.9%	-3.5%	8.0%	i	5.1%	1.0%	17.3%	-4.4%	i	-2.4%	2.3%
CCNC(=O)N1C(=O)C2(OCCO2)c2ccccc21	.	14.2%	-1.6%	i	1.7%	-1.9%	3.8%	-4.7%	i	3.4%	-0.4%
C=CCn1c2ccccc2c2nnc(SCC(=O)NC(C(=O)OC)C(C)C)nc21 (stereo not given)	-0.9%	-6.4%	8.2%	i	5.01µM*	-1.8%	15.2%	-9.0%	i	-1.7%	0.2%
O=C1NC(Nc2nc3ccccc3s2)(C(F)(F)F)C(=O)N1C1CCCCC1 (stereo not given)	0.3%	0.0%	-28.9%	i	-15.7%	-7.0%	?	1.9%	i	?	-1.5%
Cc1ccc(CNC(=O)c2ccc(Cn3nc(C)c(Cl)c3C)o2)cc1	0.4%	?	-20.2%	i	-11.2%	-9.7%	7.5%	-2.2%	i	-24.4%	-7.0%
N#Cc1cccc(NC(=O)N2CC[C@@]3(CCCNC3)C2)c1	2.8%	-8.2%	3.1%	i	-8.0%	-1.7%	-17.7%	-4.0%	i	1.2%	-1.1%[11.4 µM]
CN(C)/C=C1\N=C(c2ccc3c(c2)OCO3)OC1=O	-0.9%	-19.1%	7.6%	.	-5.7%	-3.7%	-15.5%	-3.3%	.	-5.7%	-7.4%
